Bioassay records deposited in PubChem by National Center for Advancing Translational Sciences (NCATS).
Coupling enz – counter-screen for Giardia aldolase inhibitors: coupling enzyme system; coupling enzyme system counterscreen, AmpLite Red fluorescence; activity change, negative = inhibition, % at 58.2 µM, hits read low; actives 0.67% (n = 290,000); in the data active = activity change below about -30%; note: % is set by controls: 0 for no effect and ±100 for the full control effect
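Counterscreen lacking aldolase: glyceraldehyde-3-phosphate coupling-enzyme reagent preincubated 10 min at RT with compound (at 57.5 uM final), then substrate/coupling system with AmpLite Red added; fluorescence read at 525/598 nm after 20 min RT.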
PKM2 act – increases activity of human pyruvate kinase M2. P14618. purified PKM2, Kinase-Glo ATP luminescence, activation; response scale: 0% is enzyme alone, no compound. Potency, µM (titrated, usually from 57.5 µM), inactives show at the highest dose activation, most hits filed as activators. actives 0.34% (n = 260,000); note: potency is the fitted concentration of half-maximal effect; % is set by controls: 0 for no effect and ±100 for the full control effect; nearly all actives have a fitted effect of over 55% in size
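hPK-M2, >95% pure; 0.1 mM ADP / 0.5 mM PEP final; imidazole pH7.2 buffer w/ 7 mM MgCl2, 50 mM KCl; 1 h RT; Kinase-Glo lum. Intermediate enzyme activity for dual inhibitor/activator qHTS.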
MLL CXXC-DNA inh – blocks binding of human MLL CXXC domain to DNA; Q03164; MLL-CXXC / FITC-HOXA9 DNA fluorescence polarization; Potency, µM (titrated, usually from 115 µM), for the others: top-dose activity change, negative = inhibition, most hits filed as inhibitors; actives 0.037% (n = 290,000); active = well fitted inhibition curve with a large enough effect in the polarisation, with a control signal flat, not every such curve was filed as active; inconclusive = small, poorly fitted or top-dose-only effect, or effect the other way, or a change in a side signal; inactive = no such curve, though single readings can be large or run the other way; the % refers to the polarisation; note: potency is the fitted concentration of half-maximal effect
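Purified MLL-CXXC (added from a 7 uM solution) was preincubated 5 min at ambient with pinned compounds in 50 mM Tris-HCl pH 7.5, 50 mM NaCl, 1 mM DTT, 0.05% BSA. Fluorescein-labeled HOX-A9 DNA (50 nM solution) followed, 30 min, then polarization read.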
Menin MLL FP TR – menin-MLL binding inhibition, Texas Red mutant peptide; O00255; Menin + Texas Red MLL mutant peptide, fluorescence polarization; Potency, µM (titrated, usually from 61.6 µM), without a hit: at the highest dose FP activity change, negative = inhibition, most hits filed as inhibitors; actives 0.23% (n = 270,000); active = well fitted inhibition curve with a large enough effect in the polarisation, with a control signal flat, not every such curve was filed as active; inconclusive = small, poorly fitted or top-dose-only effect, or effect the other way, or a change in a side signal; inactive = no such curve, though single readings can be large or run the other way; the % refers to the polarisation; note: potency is the fitted concentration of half-maximal effect; % of control where 0% means no effect; many of its hits are not listed in these tables
Target sequence (O00255 whole entry, looked up): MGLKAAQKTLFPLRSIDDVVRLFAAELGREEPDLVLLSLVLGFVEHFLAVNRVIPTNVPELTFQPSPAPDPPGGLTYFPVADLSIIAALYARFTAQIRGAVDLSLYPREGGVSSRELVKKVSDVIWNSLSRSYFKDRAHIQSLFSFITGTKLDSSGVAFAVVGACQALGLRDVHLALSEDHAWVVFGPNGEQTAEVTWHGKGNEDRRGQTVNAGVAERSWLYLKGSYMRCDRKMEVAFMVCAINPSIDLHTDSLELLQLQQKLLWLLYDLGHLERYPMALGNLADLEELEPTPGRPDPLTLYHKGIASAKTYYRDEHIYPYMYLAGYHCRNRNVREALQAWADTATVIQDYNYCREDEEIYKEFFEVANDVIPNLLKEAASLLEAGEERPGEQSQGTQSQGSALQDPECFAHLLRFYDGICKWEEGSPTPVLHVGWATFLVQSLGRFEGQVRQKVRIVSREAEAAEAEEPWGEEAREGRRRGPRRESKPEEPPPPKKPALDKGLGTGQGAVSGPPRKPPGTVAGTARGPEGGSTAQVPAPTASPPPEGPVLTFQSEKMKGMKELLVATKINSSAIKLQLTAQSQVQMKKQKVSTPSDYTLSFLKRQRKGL
B2AR arrestin – agonists driving beta-arrestin recruitment to human beta2-adrenergic receptor; P07550; beta-arrestin recruitment to beta2AR, cell-based reporter; Potency, µM (doses to about 46.1 µM), for the others: at the top dose activation, usual class: activators; actives 0.02% (n = 330,000); AID 492947;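 note: potency is the fitted concentration of half-maximal effect; 0% = DMSO controls and full agonism = EC100 isoproterenol or metaproterenol; nearly all actives have a fitted effect of over 65% in size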
hERG WT inh – KCNH2 (human, wildtype) channel inhibition; activity change, % at 1.84 µM; AID 720551; U2OS, BacMam KCNH2, thallium flux FluxOr; stronger effect = lower value; actives 0.37% (n = 340,000);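 active = maximum activity change below -70%; inconclusive = maximum activity change between -70% and -50%; inactive = maximum activity change above -50%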; note: % is set by controls: 0 for no effect and ±100 for the full control effect
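U2OS cells were transduced with wild-type KCNH2 virus (2.03 x 10^8 / mL) for 4 h at room temperature, then cultured overnight at 37 C. Thallium flux was read with FluxOr dye. Rate constants were normalized to DMSO controls.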
Giardia killer – Giardia lamblia killing | Giardia lamblia trophozoite viability | activity change, % at 7.66 µM, hits read low | actives 0.15% (n = 340,000); in the data active = activity change below about -80%; inconclusive = between about -30% and that limit;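 note: parasites exposed to compound for two days anaerobically before the ATP read; % is set by controls: 0 for no effect and ±100 for the full control effect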
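Luminescence from cellular ATP indicates surviving trophozoites (100 cells/well) following 48 hrs anaerobic compound treatment at 37 deg C; signal develops 15-30 min at room temperature.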
GALK inhibitor – inhibitors of human galactokinase. Purified GALK, Kinase-Glo residual ATP luminescence. Potency, µM (highest dose often 57.5 µM), for the others: top-dose activity change, negative = inhibition, hits mostly inhibitors. actives 0.007% (n = 270,000); note: potency is the fitted concentration of half-maximal effect; % is set by controls: 0 for no effect and ±100 for the full control effect
Target sequence (P51570 whole entry, looked up): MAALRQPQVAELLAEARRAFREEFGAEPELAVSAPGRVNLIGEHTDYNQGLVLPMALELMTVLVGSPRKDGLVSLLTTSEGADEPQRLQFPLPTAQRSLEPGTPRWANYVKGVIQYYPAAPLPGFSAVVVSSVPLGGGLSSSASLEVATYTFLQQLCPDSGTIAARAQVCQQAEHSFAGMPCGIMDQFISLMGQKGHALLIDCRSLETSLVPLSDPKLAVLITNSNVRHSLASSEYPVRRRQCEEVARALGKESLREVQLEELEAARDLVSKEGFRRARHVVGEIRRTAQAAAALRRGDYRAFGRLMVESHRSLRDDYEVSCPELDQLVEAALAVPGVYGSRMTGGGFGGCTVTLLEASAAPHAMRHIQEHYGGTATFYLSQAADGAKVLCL
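The enzyme phosphorylates galactose (100 uM) using ATP (35 uM); inhibition is detected as higher residual ATP, quantified by bioluminescence after 1 h reaction at room temperature, pH 8.0.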
KCNH2 3.1 inh – blocks the human KCNH2 3.1 channel isoform | U2OS KCNH2 3.1, thallium flux FluxOr; stronger effect = lower value | actives 0.95% (n = 340,000) | activity change, % (tested at about 1.8 µM);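 active = maximum activity change below -70%; inconclusive = maximum activity change from -70% to -50%; inactive = maximum activity change above -50%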;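 note: thallium influx rate constant from kinetic fluorescence after stimulation buffer; % is set by controls: 0 for no effect and ±100 for the full control effect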
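U2OS cells transduced with KCNH2 3.1 mutant virus (1.77 x 10^8 /mL, 4 h), plated overnight at 37 C, loaded 45 min with FluxOr dye plus Red40 quencher. Thallium flux rate constant from kinetic reads after stimulation buffer, normalised to controls.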
USP2a block – inhibitors of human ubiquitin-specific protease USP2a; Potency, µM (highest dose often 38.3 µM), for inactives: at the top dose activity change, negative = inhibition, actives largely listed as inhibitors; actives 0.01% (n = 330,000); USP2 core, Ub-CHOP2 coupled fluorogenic reporter, 485/531; AID 463254;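 note: potency is the fitted concentration of half-maximal effect; plate controls were DMSO wells for no effect and full inhibition by NEM control for full effect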
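USP2 core (10nM final) preincubated 30min RT with compound in 20mM Tris-HCl pH 8.0, 2mM CaCl2, 2mM beta-mercaptoethanol, 0.05% CHAPS; 25nM Ub-CHOP2 plus 25nM reporter substrate added, fluorescence (Ex485/Em531) read after 60min.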
TRPV1 agonist – activates the human vanilloid receptor TRPV1. Q8NER1. TRPV1-expressing cells, Fluo-8 calcium influx, agonist mode. activation, % at 8.33 µM. actives 0.19% (n = 320,000); in the data active = activation above about 80%; inconclusive = between about 30% and that limit; note: 0% is about no effect
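Cells expressing TRPV1 were dye-loaded with Fluo-8 and read kinetically: 10 s baseline, 3 min after compound (agonist portion), then 2 min after EC20 capsaicin (allosteric enhancer portion). Calcium-bound dye fluorescence at 480/520 nm.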
* hit, by the source's call; i = inactive; u = inconclusive; x = no result given; & = joins results of further samples; [ ] = remark or other dose. Unless noted, calls come from the whole dose curve; as a rule, active = well fitted curve in the direction sought with a large enough effect; inconclusive = small, poorly fitted or top-dose-only effect, or another doubt; inactive = no such curve, though single readings can be large; an effect the other way counts as inactive or inconclusive. An excerpt; the hit share may differ from the screen's.

SMILES	Coupling enz	PKM2 act	MLL CXXC-DNA inh	Menin MLL FP TR	B2AR arrestin	hERG WT inh	Giardia killer	GALK inhibitor	KCNH2 3.1 inh	USP2a block	TRPV1 agonist
COc1ccc2c(c1OC)C(=O)N1N=C(c3ccc(Br)cc3)CC21 (stereo not given)	6	-2%	4%	1%	-0.7%	3	6	0%	6	0%	u
CCN1C(=O)/C(=C\c2ccncc2)SC1=Nc1ccc(C)c(C)c1	0	-2%	10%	-2%	-0.4%	11	6	1%	-10	3%	24
COc1ccc(C2NC(=O)c3ccccc3N2)cc1OC (stereo not given)	1	0%	9%	3%	0.4%	2	-1	1%	18	-1%	0
CC1(C)Cc2ccccc2-c2[nH]c(=S)[nH]c(=O)c21	2	1%	5%	-2%	0.2%	0	-10	-3%	-13	3%	-1
C=CCOc1nc2c(c(=O)n(C)c(=O)n2C)n1Cc1ccc(Cl)cc1Cl	2	4%	1%	13%	-0.3%	-2	8	0%	1	0%	0
CCc1ccc(-c2cc(C)no2)cc1S(=O)(=O)Nc1ccccn1	x	x	19%	x	-0.7%	5	1	4%	12	3%	0
COc1ccc([C@]23Cc4cc(OC)c(OC)cc4C(O2)c2c(c4ccccc4oc2=O)O3)cc1	0	4%[11.5 µM]	-1%[23 µM]	u	-0.3%[9.22 µM]	x	x	x	x	-4%[7.66 µM]	i
Cc1ccc(/C=N/Nc2ccc(C(=O)O)cc2)o1	5	-16%	3%	13%	-0.1%	x	-1	2%	28	-5%	1
COc1ccc(-c2sc3cc(OC)c(OC)cc3c2C#CCO)cc1	x	x	x	x	-0.7%	-3	-15	x	-5	3%	x
COc1ccc(Nc2ncc3c(n2)CC(c2ccc(C)cc2)CC3=O)cc1 (stereo not given)	x	-5%	-2%	23%	-0.1%	9	-16	-1%	-16	1%	6
CCOC(=O)C(N)CSC1CC(=O)N(c2ccc(OC)cc2)C1=O (stereo not given)	1	3%	4%	4%	-1.2%	-3	-28	8%	-11	4%	4
Fc1ccccc1Cc1ccc(Cl)nn1	0	4%	6%	-3%	-0.2%	-4	9	7%	-4	0%	2
CCCC12CN(C(=O)c3ccc(OC)cc3)CC(C)(CN(C(=O)c3ccc(OC)cc3)C1)C2=O	3	13%	49%[activator]	5%	-0.4%	-8	-1	-1%	6	0%	1
NS(=O)(=O)c1ccc(NS(=O)(=O)c2ccc(NC(=O)c3ccc(-c4ccccc4)cc3)cc2)cc1	1	0%	-17%	u	0.1%	19	-4	3%	-10	4%	1
COc1cc2c(cc1OC)C(C(=O)NCc1ccco1)C(c1cccs1)N(C)C2=O (stereo not given)	1	6%	u	16%	-1.8%	-10	-9	-2%	7	0%	0
Cc1ccc2cc3c(NS(=O)(=O)c4cccc5nonc45)nn(CC(C)C)c3nc2c1	x	x	12%	x	0.0%	-15	u	-8%	-29	-1%	-1
CC(C(=O)OCC(=O)Nc1ccc(S(=O)(=O)N2CCCCC2)cc1)N1C(=O)c2ccccc2C1=O (stereo not given)	1	-2%	22%	10%	0.1%	-35	-8	0%	-6	1%	-1
C=CCNC(=O)COC(=O)c1ccc(Cl)c(S(N)(=O)=O)c1	0	10%	-11%	-5%	0.0%	-5	-17	1%	8	-3%	0
O=C(c1cccc(S(=O)(=O)N2CCN(c3ccc(F)cc3)CC2)c1)N1CCCC(C(F)(F)F)C1 (stereo not given)	x	x	x	x	-0.5%	31	4	x	1	1%	17
CCCCn1c(N)c(N(CC(C)C)C(=O)CCNC(=O)c2ccc(Cl)cc2)c(=O)[nH]c1=O	x	x	x	x	-0.9%	-2	8	x	-1	2%	0
COc1ccc(CNc2nccs2)cc1OC	2	5%	2%	-1%	6.1%	2	-2	-3%	12	5%	-1
O=C(COc1ccc([N+](=O)[O-])cc1)Nc1ccc(CN2CCOCC2)cc1	-1	2%	11%	3%	-0.5%	0	8	8%	-15	1%	0
COc1ccc(-n2nc(C(=O)NCC(=O)NCCCN3CC(C)CC(C)C3)c3ccccc3c2=O)cc1OC (stereo not given)	-1	1%	0%	-6%	0.0%	6	-2	-2%	14	1%	0
O=C1OCc2cc(NC(=O)C34CC5CC(CC(C5)C3)C4)ccc21	-1	0%	8%	0%	0.2%	9	-18	-1%	-3	0%	-2
Cc1ccc(/C(O)=C2\C(=O)C(=O)N(c3cc(C)on3)C2c2cccc(Br)c2)cc1 (stereo not given)	1	-5%	-3%	0%	-3.7%	2	-23	-2%	-5	2%	-13
CCC(C)N=C1CC(C)(C)CC(=O)/C1=C(/O)Cc1ccccc1 (stereo not given)	4	-6%	4%	-4%	-0.6%	-1	-2	0%	x	1%	8
CCN(C[C@H]1N[C@@](C)(C(=O)OC)[C@H]2C(=O)N(C)C(=O)[C@@H]12)C(=O)COc1ccccc1	x	x	x	x	0.3%	-218*	13	x	3	4%	x
C/C(=N\NC(=O)c1cccc(S(=O)(=O)Nc2ccccc2Cl)c1)c1ccco1	4	-11%	2%	u	-0.8%	17	u	0%	-1	-3%	7
COc1ccc(S(=O)(=O)Nc2cc3c4c(c2)CCN4C(=O)CC3)cc1OC	x	x	x	x	2.8%	-6	-16	x	5	2%	2
c1cnc2cc(-c3ccsc3)ncc2c1	x	x	x	x	0.1%	-11	-4	x	3	0%	-1
O=C(Nc1ccccc1N1CCOCC1)c1ccc([N+](=O)[O-])cc1	0	-4%	4%	-8%	0.0%	-3	11	-3%	-4	2%	0
Cc1ccccc1NC(C)C(=O)N/N=C/c1c[nH]c2ccccc12 (stereo not given)	-2	-36%	17%	u	0.2%	-8	19	-1%	0	1%	2
O=S(=O)(NC1CCCCC1N1CCN(c2ccc(F)cc2)CC1)c1ccc(Cl)cc1 (stereo not given)	-5	-3%	13%	2%	0.3%	u	-14	7%	5	-7%	1
Cc1cc(NC(=O)Nc2cc(F)ccc2C)n(C)n1	0	x	27%	12%	-1.0%	-4	3	0%	20	0%	2
CCOC(=O)N1CCN(c2nc(-c3ccc(F)cc3)cs2)CC1	3	2%	6%	-5%	0.4%	-11	0	-4%	-32	3%	u
CCN(CC)C(=O)Cn1nnc(-c2ccc(C)o2)n1	1	8%	13%	1%	-0.2%	-3	1	1%	-2	-5%	-4
COc1ccc(CNC(=O)c2ccncc2)cc1	2	-4%	3%	-18%	-0.3%	-15	-2	5%	-22	2%	21
COC(=O)c1ccc(CC(=O)c2nc3ccccc3s2)cc1	0	3%	6%	1%	-0.8%	3	-1	2%	-8	1%	-2
CC(C)CCN1CC(C(=O)NCCC2=CCCCC2)CC1=O (stereo not given)	0	0%	0%	-6%	-0.4%	-12	-7	-1%	-12	0%	18
FC(F)(F)c1ccc2c3n(nc2c1)CCN=C3c1ccc(Cl)cc1	x	x	x	x	0.0%	11	u	x	-4	-1%	26
Cc1ccc(C2CC(=O)NC(SCCC(C)C)=C2C#N)cc1 (stereo not given)	0	-3%	2%	14%	0.1%	3	4	1%	-2	0%	27
CCn1cc(C(=O)Nc2cccc(C)c2)c(=O)c2ccc(C)nc21	1	-4%	9%	3%	0.1%	x	x	-1%	x	-1%	1
COc1ccc2[nH]c(-c3ccc(C)cc3)cc(=O)c2c1	-4	-18%	4%	8%	0.0%	-2	u	x	1	-6%	u
CC(C)CC(=O)c1c[nH]c(C(=O)NCCc2ccccn2)c1	1	0%	-2%	9%	-0.3%	2	-2	1%	3	-1%	5
C[C@]1(C(=O)NCCc2c[nH]c3ccccc23)C=C[C@@H](Cc2ccccc2)N1C(=O)c1ccccc1	-3&1	-10%&0%	5%	0%&1%	-0.2%	7	-20	x	-5	-7%	1
CCN(Cc1ccccc1)C(=O)CCc1nnc(CCCc2ccccc2)o1	4	4%	0%	-14%	-0.5%	-5	13	-1%	3	0%	8
COc1cccc(Oc2ccc(S(=O)(=O)N3CCOCC3)cc2[N+](=O)[O-])c1	x	x	x	x	0.2%	-7	-1	x	18	0%	x
O=C(CSc1ccc(C(F)(F)F)cn1)Nc1ccccc1	-1	5%	0%	x	-0.4%	2	20	-4%	3	1%	x
CCN(Cc1ccc2c(c1)OCO2)C(=O)CSc1ncnc2sccc12	x	x	x	x	-0.1%	5	0	x	1	1%	1
CC(Sc1nnc(N)s1)C(=O)Nc1ccc2c(c1)OCCO2 (stereo not given)	x	1%	10%	x	-0.3%	0	24	-4%	-9	-1%	1
